Screening results from PubChem BioAssay.
DAX1 inh-1 = inhibitors of DAX1 repression of SF-1 activated StAR promoter; HEK293T StAR-luciferase reporter, SF-1/DAX-1 repression relief; inhibition, % at 6.8 µM; hit rate 1.1% among 370,000; AID 652010;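 active = inhibition above the mean over all tested compounds plus 3 SD, cut at about 3.6% in these data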;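 also: 0% = DAX-1 cells with DMSO and 100% = cells lacking DAX-1 with DMSO; higher inhibition means more luminescence from relief of DAX-1 repression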
PLCg1 inh = blocks human PLC-gamma1 enzyme activity | inhibition, % at 12.2 µM | purified PLC-gamma1, fluorogenic substrate, fluorescence | AID 720700 | P19174 | hit rate 0.84% among 370,000; in the data active = inhibition above about 9.5%
hcDAF-12 act = activates DAF-12 receptor from parasite H. contortus; HEK293 hcDAF-12 lit1-tk-luc reporter, luminescence; 0% DMSO, 100% Δ7-dafachronic acid; activation, % at 6.8 µM; hit rate 1.4% among 370,000; AID 652067;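 active = activation above the mean of all tested compounds plus 3 SD, cut at about 5.5% in these data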;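 also: 100% = response to 3 µM Δ7-dafachronic acid high control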
PLCb3 inh = blocks human PLC-beta3 enzyme activity; Q01970; Purified PLC-beta3, fluorogenic substrate, fluorescence; inhibition, % at 12.2 µM; hit rate 0.18% among 370,000; AID 720704; in the data active = inhibition above about 11%;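 also: 0% = median of compound wells on plate and 100% = full blocker control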
ADAM10 inh = inhibitors of human ADAM10 | recombinant ADAM10, EDANS/DABCYL FRET peptide cleavage, 3 h | inhibition, % at 7 µM | hit rate 0.62% among 370,000;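 active = inhibition above a per-campaign cutoff equal to the mean of compounds falling between control-based bounds plus 3 SD, cut at about 20% in these data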;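 also: 0% = DMSO wells while the 100% control is not disclosed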
hgDAF12 agonist = hgDAF-12 agonism, primary luciferase screen | HEK293 GAL4-hgDAF12 UAS-luciferase reporter, agonist luminescence; normalized to butyrate control | activation, % at 6.8 µM | hit rate 1.8% among 370,000;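 active = activation above a cutoff set at the mean of all screened compounds plus 3 SD, cut at about 10% in these data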;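 also: 0% = DMSO wells and 100% = sodium butyrate wells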
GAA850 FXN act = activators of GAA850 frataxin (FXN) promoter. activation, % at 6 µM. hit rate 0.56% among 360,000. HEK293 lucGAA850 FXN promoter luciferase reporter, 24 h; percent of 10 µM SAHA response;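 active = activation above the average of all compounds screened plus 3 SD, cutoff fixed separately per campaign, cut at about 7.5% in these data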;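 also: 0% = DMSO wells and 100% = 10 µM SAHA wells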
HGIII-sPLA2 inh = Inhibits HGIII-sPLA2 liposome hydrolysis, primary screen | hit rate 0.56% among 370,000 | Q9NZ20 | QFRET BODIPY PC-A2 liposome hydrolysis, fluorescence | AID 743126 | inhibition, % at 12.2 µM;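 active = inhibition above mean plus 3 SD of compounds lying within the high and low control bounds, cut at about 19% in these data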;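 also: 0% = median of test compound wells and 100% = no enzyme DMSO wells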
ADAM17 inh = inhibitors of human ADAM17; inhibition, % at 6.95 µM; P78536; hit rate 0.83% among 370,000; recombinant ADAM17, EDANS/DABCYL FRET peptide cleavage;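 active = inhibition above the mean of compounds lying between control limits plus 3 SD, set per campaign, cut at about 8.5% in these data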;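 also: 0% = DMSO-only wells as the low control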
Target sequence (P78536 215-824 limits assumed): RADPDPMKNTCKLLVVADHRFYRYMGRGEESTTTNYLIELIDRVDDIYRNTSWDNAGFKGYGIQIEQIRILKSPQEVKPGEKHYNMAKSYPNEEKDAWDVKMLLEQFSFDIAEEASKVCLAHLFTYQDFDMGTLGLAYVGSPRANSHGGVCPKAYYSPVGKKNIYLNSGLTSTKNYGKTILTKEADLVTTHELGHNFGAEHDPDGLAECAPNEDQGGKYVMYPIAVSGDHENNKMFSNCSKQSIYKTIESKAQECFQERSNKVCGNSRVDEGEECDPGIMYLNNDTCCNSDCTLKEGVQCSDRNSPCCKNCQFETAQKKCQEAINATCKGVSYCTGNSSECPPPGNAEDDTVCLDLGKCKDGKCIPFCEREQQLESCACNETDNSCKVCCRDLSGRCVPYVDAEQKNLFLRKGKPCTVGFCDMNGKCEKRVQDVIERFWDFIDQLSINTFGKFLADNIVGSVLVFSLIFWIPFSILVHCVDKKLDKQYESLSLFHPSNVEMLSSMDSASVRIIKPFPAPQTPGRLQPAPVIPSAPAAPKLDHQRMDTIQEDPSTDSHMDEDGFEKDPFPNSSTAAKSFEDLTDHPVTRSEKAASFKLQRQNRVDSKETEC
DAX1 inh-2 = inhibits human nuclear receptor DAX1 | AID 504766 | hit rate 0.99% among 340,000 | inhibition, % at 6.75 µM | P51843 | HEK293 Gal4-DAX1 luciferase reporter, luminescence;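 active = inhibition above the mean over all tested compounds plus 3 SD, cut at about 4.2% in these data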;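 also: 0% = DAX1-transfected cells with DMSO and 100% = empty-vector control cells with DMSO; inhibition shows as a rise in luminescence from relieved DAX1 repression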
Target sequence (P51843 207-470 limits assumed): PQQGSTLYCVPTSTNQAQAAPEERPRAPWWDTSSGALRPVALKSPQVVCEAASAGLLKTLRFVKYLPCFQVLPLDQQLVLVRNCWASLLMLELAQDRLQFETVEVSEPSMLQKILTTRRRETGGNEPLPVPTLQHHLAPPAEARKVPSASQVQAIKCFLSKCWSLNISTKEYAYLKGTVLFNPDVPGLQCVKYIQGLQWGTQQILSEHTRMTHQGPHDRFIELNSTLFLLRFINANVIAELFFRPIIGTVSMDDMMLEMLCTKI
ssDAF-12 act = activators of S. stercoralis DAF-12 nuclear receptor; HEK293 ssDAF-12/GRIP1 lit1-tk-luc reporter, luminescence; % of 3 µM dafachronic acid response; hit rate 1% among 370,000; activation, % at 6.8 µM;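 active = activation above the mean over all tested compounds plus 3 SD, cut at about 0.9% in these data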;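 also: 0% = DMSO-only wells and 100% = 3 µM delta7-dafachronic acid wells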
Active calls of the source: *; / = not tested or not shown.

Below each compound: DAX1 inh-1 | PLCg1 inh | hcDAF-12 act | PLCb3 inh | ADAM10 inh | hgDAF12 agonist | GAA850 FXN act | HGIII-sPLA2 inh | ADAM17 inh | DAX1 inh-2 | ssDAF-12 act
CC(=O)c1cccc(-n2nnnc2SCC(=O)NNC(=O)C(C)C)c1
 : 0.2 | 3.0 | -1.6 | 1.7 | -7.3 | 2.5 | -0.6 | -3.6 | -2.9 | 0.7 | -1.6
COc1ccc(CN2CCN(Cc3cccn3-c3ncccn3)CC2CCO)c(C)c1C (stereo unspecified)
 : -0.7 | 1.5 | 0.1 | 1.2 | -7.0 | 1.2 | -3.0 | -7.8 | -2.1 | -0.4 | -1.6
CC(=O)Nc1cncc(-c2cccc(C(=O)N3CCOCC3)c2)n1
 : 1.2 | -1.7 | -0.5 | 1.4 | -25.9 | -3.0 | 1.0 | 8.3 | -9.9 | / | -1.1
C=CCn1c(COc2ccc(CC)cc2)nnc1SCC(=O)NC1CCS(=O)(=O)C1 (stereo unspecified)
 : -0.2 | 2.6 | -0.8 | -0.8 | 2.6 | -1.0 | -1.4 | 1.9 | -0.5 | 0.0 | -1.3
Cc1cc(C(=O)NC2CCCc3c2cnn3-c2cc(F)cc(F)c2)nn1C (stereo unspecified)
 : 0.0 | -2.1 | -1.3 | -16.3 | -5.1 | -1.0 | 1.7 | 4.2 | -4.1 | 1.1 | -0.7
Cc1cc(Oc2ccc(Br)cc2)nc(SCC(=O)c2ccccc2)n1
 : -0.3 | 1.2 | 0.9 | 4.7 | 2.3 | 0.6 | 1.4 | -38.2 | 1.6 | 2.4 | 0.4
O=C(c1cc(Br)ccc1Cl)N1CCCC1
 : -1.1 | -1.5 | -0.6 | 4.1 | -6.8 | 1.7 | 0.5 | 0.2 | -0.4 | 0.1 | -0.9
O=C(CN1CCCCC1)NNC(=O)c1cccc(Br)c1
 : 0.6 | 1.9 | -0.1 | -1.2 | 6.3 | -0.3 | 0.6 | -2.7 | 2.4 | -0.4 | -0.9
COC(=O)c1cc(NC(=O)NC2CCCCN(Cc3ccc(Cl)cc3)C2=O)cc(C(=O)OC)c1 (stereo unspecified)
 : -1.5 | 2.2 | -3.3 | 0.4 | 9.5 | -0.4 | / | -2.3 | 2.8 | / | -1.1
Cc1ccccc1NC(=O)c1c(C)[nH]c(=S)c(C#N)c1-c1ccco1
 : -0.5 | -29.2 | 1.8 | -33.7 | 0.9 | -1.5 | 0.2 | 20.5* | -2.2 | 1.1 | -1.2
CC(=O)Nc1ccc(S(=O)(=O)N2CCN=C2SCc2cccnc2)cc1
 : -0.9 | 0.3 | -0.9 | -2.5 | -14.9 | -2.2 | -1.8 | 4.0 | -6.6 | -1.3 | -1.6
COc1ccc(S(=O)(=O)N2CCN(C)CC2)c2ccccc12
 : 1.0 | 1.3 | -3.8 | -0.5 | -12.5 | -0.1 | -0.4 | -0.3 | -1.1 | -2.0 | -1.4
Cc1ccc(C(=O)N/C(=C\c2sccc2C)C(=O)NCc2ccncc2)cc1
 : 0.1 | 0.9 | -0.2 | 5.6 | 2.7 | -1.9 | -0.5 | 6.3 | -1.5 | 0.3 | -2.2
CC(=O)c1cccc(NC(=O)CN(C)Cc2ccc(OC(F)F)cc2)c1
 : -0.7 | 0.7 | -0.8 | -9.6 | -11.1 | -0.7 | 1.6 | 3.7 | -6.4 | 0.9 | -1.5
Cc1ccccc1C(=O)Nc1ccnn1C1CCN(Cc2ccccn2)CC1
 : -0.1 | -2.8 | -0.2 | -15.6 | -2.8 | 2.4 | 1.7 | 1.8 | -1.9 | 0.0 | -1.0
COc1ccc(N2CCN(Cc3nc(N)nc(Nc4ccc(C)c(Cl)c4)n3)CC2)cc1
 : -1.9 | 1.5 | -2.3 | 3.4 | 21.5* | -3.6 | -2.1 | -9.9 | 5.2 | -0.1 | -2.1
CCOC(=O)c1sc(NC(=O)c2ccc(S(=O)(=O)N3CCCCC3)cc2)nc1-c1ccccc1
 : 0.0 | -3.0 | 0.1 | -4.9 | -7.3 | -2.1 | 2.0 | 1.7 | -3.1 | 0.6 | -1.8
Cc1cc(C2N=C(N)Nc3nc4ccccc4n32)c(C)n1-c1ccccc1Cl (stereo unspecified)
 : -0.2 | -2.9 | 0.0 | 1.1 | -5.0 | 0.9 | -1.8 | -0.6 | 1.6 | -1.4 | -1.5
CCOC(=O)C(C(=O)OCC)C(Nc1ccc(Br)cc1)c1ccccc1 (stereo unspecified)
 : -0.5 | 3.5 | -0.9 | 2.7 | 0.3 | 6.5 | -4.2 | -5.2 | -2.3 | -2.0 | -1.5
Cc1ccc(OCC(=O)NCCNC(=O)c2cccnc2)cc1C
 : 0.5 | 2.5 | -2.4 | -6.8 | -2.2 | 0.1 | 0.0 | 7.9 | 1.3 | -0.8 | -1.6
CCC(=O)OCCNc1nc(-c2ccccc2)nc2ccccc12
 : -0.2 | -3.7 | 0.4 | 0.6 | 2.5 | 0.6 | 2.2 | -6.4 | 5.1 | 0.4 | -1.7
COC(=O)NNC(=O)c1ccccc1OC
 : 1.1 | -0.3 | 6.2* | -5.0 | -4.6 | -1.1 | 0.9 | 10.2 | -2.6 | 1.2 | -0.6
Cc1ccsc1/C=N/NC(=O)c1ccncc1
 : 0.4 | 1.5 | 2.2 | -2.9 | 2.5 | 3.5 | 0.2 | -5.5 | 0.1 | 0.4 | -1.1
O=C(c1cccnc1)N1c2ccccc2Sc2ccccc21
 : -0.3 | 1.3 | 0.5 | -2.4 | -4.8 | -2.8 | -1.1 | 5.8 | -1.4 | / | -0.3
O=C(NNC(=O)c1ccc(-n2cncn2)c([N+](=O)[O-])c1)c1ccccc1
 : -0.2 | 2.8 | -1.6 | -5.7 | -10.9 | 4.6 | 0.8 | -0.1 | -0.9 | 0.9 | -1.3
CC(C)(C)OC(=O)C[C@H]1C/C=C\C[C@H](CC(=O)N[C@H](CO)Cc2ccccc2)C(=O)N2CCC[C@@H]2COC1=O
 : 0.0 | 2.3 | -1.3 | 2.9 | -0.2 | -0.3 | 0.0 | -10.1 | 0.5 | 1.3 | -0.5
Cc1cc(C)n(-c2nc3ccccc3c3nc(C)nn23)n1
 : 0.1 | -1.2 | -2.2 | 3.5 | -3.9 | -2.0 | 0.5 | 4.2 | 0.9 | 1.1 | -1.4
S=c1[nH]nc(-c2n[nH]c3c2CCC3)n1N=Cc1ccc(OCc2ccccc2)cc1
 : -0.1 | -1.3 | -0.2 | -0.1 | -7.5 | 9.5 | / | 9.3 | 2.4 | / | -0.7
O=C(CNCc1ccco1)Nc1ccccc1-n1cccc1
 : -0.1 | -1.8 | 2.6 | -1.6 | -1.3 | 4.6 | 1.0 | -8.6 | -2.2 | -0.9 | -1.0
CCOC(=O)C1CCCN(C(=O)C2CCN(S(=O)(=O)N3CCC4(CC3)OCCO4)CC2)C1 (stereo unspecified)
 : 1.0 | 0.1 | -0.6 | 0.2 | -6.4 | -0.3 | -0.6 | 1.5 | -1.4 | 0.5 | -1.5
CC(C)Cc1ccc(CN2CCCC(NC(=O)CCN3CCOCC3)C2)cc1 (stereo unspecified)
 : 0.6 | 1.7 | -0.5 | -2.6 | 3.4 | 1.1 | -0.8 | 0.9 | -2.1 | -1.2 | -0.2
CCCn1nnc2sc3c(c2c1=O)CCC(C)C3 (stereo unspecified)
 : 0.2 | -4.5 | 0.0 | -5.8 | -16.8 | 3.3 | 4.2 | 6.6 | -5.3 | 1.2 | -1.4
COC(=O)c1ccc(NC(=O)C(=O)N2CCCC2)cc1
 : 1.9 | 0.3 | 2.4 | -1.5 | -10.0 | 7.0 | -0.3 | 10.0 | -5.0 | 1.9 | -0.4
O=C(Cc1cccc2ccccc12)N1CCCc2ccccc21
 : -1.2 | 1.6 | -0.6 | -0.5 | 2.9 | 0.9 | 2.3 | -11.6 | 2.8 | 0.1 | -1.0
Cc1ccc(N2C(=O)N3[C@H](c4ccc(Cl)cc4)[C@@H]4C(=O)N(C5CCCCC5)C(=O)[C@@H]4[C@]3(Cc3ccccc3)C2=O)cc1
 : 0.1 | -2.3 | -1.3 | 3.9 | 7.8 | 1.0 | 12.0* | 1.4 | -4.6 | 2.0 | -1.2
COc1ccc(C(=O)SC2=NCCS2)cc1
 : 0.6 | -3.3 | -0.2 | 0.4 | -3.3 | -1.7 | 2.6 | -0.9 | -5.4 | 1.5 | -1.7
Cc1ccc2c(c1)[C@H]1[C@H](CO2)[C@H](c2ccccc2)[C@]2(C)C(=O)Nc3ccccc3C(=O)N12
 : -1.7 | -2.8 | -0.5 | -4.6 | 11.6 | 3.7 | -12.0 | 4.0 | 2.4 | -2.7 | -1.2
O=C(CN1CCC(NC(=O)c2ccccc2Cl)CC1)NCc1ccco1
 : 0.1 | 2.6 | -0.3 | -2.3 | -2.7 | 3.6 | 1.8 | 13.8 | 1.2 | 0.1 | -1.7
Cc1ccc(S(=O)(=O)Nc2nc3ccccc3s2)cc1
 : -0.2 | -0.8 | 2.5 | -1.1 | 3.1 | 2.5 | 0.7 | -40.2 | -0.9 | -0.1 | -0.5
C(=N\N1CCOCC1)/c1cn(-c2ccccc2)nc1-c1ccccc1
 : -0.2 | -2.6 | -0.6 | -0.4 | 5.3 | 1.6 | 1.1 | 4.2 | -2.5 | 0.0 | -1.2
CCCCCNC(=O)c1ccc2c(=O)n(CCOC)c(=O)[nH]c2c1
 : -0.3 | -37.1 | -1.4 | -39.6 | -68.9 | 5.0 | -0.8 | 1.3 | -14.6 | 0.0 | -1.0
Cc1ccsc1C(=O)NCCc1nnc2ccccn12
 : 0.2 | 0.7 | 3.2 | -9.2 | 7.7 | 5.8 | 2.5 | 3.7 | -0.1 | 3.0 | -0.2
CC(=O)c1cccc(NC(=O)NC2CC(=O)N(c3ccc4c(c3)OCCO4)C2)c1 (stereo unspecified)
 : -0.6 | -5.0 | -0.4 | -11.8 | -6.5 | 5.1 | -0.4 | 7.4 | -4.2 | 1.4 | -1.6
Cc1cccc(NC(=O)c2sccc2-n2cccc2)c1C
 : -1.2 | 0.6 | -1.6 | -1.4 | 4.1 | -3.4 | -1.4 | 2.1 | -4.8 | -0.8 | -1.1
CCC(NC(=O)CSc1nnnn1C1CC1)c1ccc(Br)cc1 (stereo unspecified)
 : 0.1 | 1.1 | -0.3 | -3.4 | -6.8 | 2.7 | -1.2 | -3.0 | -1.5 | -0.2 | -1.0
Cc1nn2c3cc(N4CCOCC4)ccc3nc2c2ccccc12
 : 2.4 | -17.8 | 2.4 | -21.5 | -16.3 | 11.4* | / | 0.4 | -1.4 | / | 0.3
Cc1ccc(NC(=O)N2CCC(NC(=O)c3cccc(C)c3)CC2)cc1
 : -0.6 | 0.2 | -2.7 | -3.6 | -4.8 | 0.7 | 3.3 | -3.7 | -0.9 | -0.4 | -1.7
Cc1ccc(S(=O)(=O)n2ccc(-c3c(-c4ccc(F)cc4)noc3C)n2)cc1
 : -3.8 | -1.1 | -3.1 | 2.7 | 12.1 | -0.3 | / | -6.2 | 6.4 | / | -1.1
